12-LOX inh – Primary qHTS assay for inhibitors of human arachidonate 12S-lipoxygenase (ALOX12): Round 2; purified 12hLO, xylenol orange hydroperoxide absorbance; Potency, µM (titrated, usually from 108 µM), inactives show top-dose activity change, negative = inhibition, hits mostly inhibitors; 580,000 compounds, 1.1% hits; AID 1671190, 2021; note: % is set by controls: 0 for no effect and ±100 for the full control effect
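Hydroperoxide product was detected by ferrous iron/xylenol orange as the 573 to 405 nm absorbance ratio. Arachidonic acid at 40 uM (final) was turned over for 30 min at room temperature by 150 nM human 12hLO, pH 7.0 Hepes buffer, after 15 min compound preincubation.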
Tb PGK inh – qHTS Assay to Find Inhibitors of Phosphoglycerate Kinase; Potency, µM (highest dose often 57.5 µM), without a hit: top-dose activity change, negative = inhibition, most hits filed as inhibitors; 380,000 compounds, 0.043% hits; Phosphoglycerate kinase, glycosomal (Trypanosoma brucei brucei), P07378; PGK/GAPDH coupled, Kinase-Glo luminescence, 60 min; note: % is set by controls: 0 for no effect and ±100 for the full control effect; nearly all actives have a fitted effect of over 60% in size
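Recombinant glycosomal PGK reaction used 1,3-bisphosphoglycerate generated in-well by GAPDH (100nM final) in 100mM TEA pH 7.6, 5mM MgCl2, 0.01% Tween-20. After 60 minutes at room temperature, ATP was read by Kinase-Glo Plus luminescence end-point.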
HP1b binding inh – HTS for Inhibitors of HP1-beta Chromodomain Interactions with Methylated Histone Tails | AlphaScreen HP1-beta / biotin-H3K9me3 peptide binding | Potency, µM (top dose mostly 114 µM), without a hit: at the top dose activity change, negative = inhibition, most hits filed as inhibitors | 390,000 compounds, 0.56% hits | AID 540317, 2011; note: nearly all actives have a fitted effect of over 70% in size; inactives centre near 23
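Compound inhibition of the preformed complex between 50 nM HP1-beta and 50 nM biotinylated H3K9me3 peptide was read by AlphaScreen. Buffer was PBS pH 7.4 with 0.01% Tween-20. Incubations ran 30 min at room temperature, with 10 ug/mL donor/acceptor beads.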
JMJD2A Tudor inh – qHTS Assay for Inhibitors of JMJD2A-Tudor Domain; Lysine-specific demethylase 4A (Homo sapiens), O75164; AlphaScreen JMJD2A-Tudor / H3K4me3 peptide binding; Potency, µM (highest dose often 114 µM), for the others: at the highest dose activity change, negative = inhibition, usual class: inhibitors; 390,000 compounds, 4.4% hits; note: % is set by controls: 0 for no effect and ±100 for the full control effect; nearly all actives have a fitted effect of over 50% in size
Target sequence (O75164 whole entry, looked up, the tested form may be a part): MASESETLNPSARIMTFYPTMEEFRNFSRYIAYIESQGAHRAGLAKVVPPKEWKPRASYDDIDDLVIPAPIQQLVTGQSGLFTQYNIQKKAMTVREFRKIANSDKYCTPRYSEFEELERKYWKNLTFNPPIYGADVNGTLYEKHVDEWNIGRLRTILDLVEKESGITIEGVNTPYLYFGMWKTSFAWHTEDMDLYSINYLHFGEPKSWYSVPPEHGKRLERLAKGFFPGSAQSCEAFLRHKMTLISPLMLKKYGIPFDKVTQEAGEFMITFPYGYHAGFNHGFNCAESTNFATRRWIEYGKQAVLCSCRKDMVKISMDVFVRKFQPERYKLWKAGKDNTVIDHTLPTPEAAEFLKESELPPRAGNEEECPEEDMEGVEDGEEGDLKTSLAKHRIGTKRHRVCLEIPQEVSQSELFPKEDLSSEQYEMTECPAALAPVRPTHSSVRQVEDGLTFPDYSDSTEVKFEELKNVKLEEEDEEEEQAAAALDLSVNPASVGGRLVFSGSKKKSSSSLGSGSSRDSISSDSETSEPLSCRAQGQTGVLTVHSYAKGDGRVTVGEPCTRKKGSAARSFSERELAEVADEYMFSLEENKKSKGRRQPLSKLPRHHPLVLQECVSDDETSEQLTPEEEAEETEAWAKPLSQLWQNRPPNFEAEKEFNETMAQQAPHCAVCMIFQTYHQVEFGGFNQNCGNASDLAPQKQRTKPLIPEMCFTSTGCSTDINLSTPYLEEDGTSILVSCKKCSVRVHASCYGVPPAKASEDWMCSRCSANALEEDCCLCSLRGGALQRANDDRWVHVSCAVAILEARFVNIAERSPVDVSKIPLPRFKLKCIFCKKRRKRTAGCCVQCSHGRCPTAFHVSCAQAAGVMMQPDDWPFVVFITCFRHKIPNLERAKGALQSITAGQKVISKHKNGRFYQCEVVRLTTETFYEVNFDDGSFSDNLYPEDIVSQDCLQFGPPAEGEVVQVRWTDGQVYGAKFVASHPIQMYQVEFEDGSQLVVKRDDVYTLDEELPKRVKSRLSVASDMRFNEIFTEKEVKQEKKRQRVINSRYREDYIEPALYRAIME
GLS inhibitor – qHTS for Inhibitors of Glutaminase (GLS) | Glutaminase kidney isoform, mitochondrial (Homo sapiens), O94925 | GLS enzymatic activity, qHTS titration | Potency, µM (highest dose often 45.5 µM), without a hit: top-dose activity change, negative = inhibition, actives largely listed as inhibitors | 410,000 compounds, 0.21% hits | AID 624170, 2012; note: % is set by controls: 0 for no effect and ±100 for the full control effect
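Assay buffer: 45 mM KH2PO4 pH 8.2, 0.02% Tween-20. hKGA acts on L-glutamine (1 mM solution added); product glutamate is reported by an oxidase/peroxidase Amplex Red coupling, with fluorescence taken at baseline and 30 min.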
rTrxR1 inhibitor – qHTS Assay for Inhibitors of Mammalian Selenoprotein Thioredoxin Reductase 1 (TrxR1): qHTS; Thioredoxin reductase 1, cytoplasmic (Rattus norvegicus), O89049; recombinant rTrxR1, NADPH fluorescence consumption, selenite substrate; Potency, µM (top dose mostly 114 µM), for the others: at the top dose activity change, negative = inhibition, actives largely listed as inhibitors; 390,000 compounds, 1% hits; AID 588453, 2011; note: % is set by controls: 0 for no effect and ±100 for the full control effect; nearly all actives have a fitted effect of over 65% in size
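Rat TrxR1 (90 nM in the dispensed reagent) was pre-reduced with 400 uM NADPH for 5 min at room temperature, then incubated with compound for 15 min. After 400 uM selenite was added, NADPH fluorescence (Ex 340/Em 450 nm) was followed for 8 min.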
ERG Ets-DNA blk – qHTS for Small Molecule Inhibitors of the ERG Ets/DNA interaction. Potency, µM (series often up to 76.9 µM), without a hit: top-dose FP activity, negative = inhibition, actives largely listed as inhibitors. 370,000 compounds, 0.028% hits. fluorescence polarization, His-ERG Ets domain / labelled DNA; active = well fitted inhibition curve with a large enough effect in the polarisation, with a control signal flat; inconclusive = small, poorly fitted or top-dose-only effect, or effect the other way, or a change in a side signal; inactive = no such curve, though single readings can be large or run the other way; the % refers to the polarisation;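 note: polarization taken with two DNA probes labelled with fluorescein and Texas red; % of control where 0% means no effect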
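His-tagged ERG Ets domain (1 uM in the protein solution; 300mM KCl, 50mM Tris-HCl, 1mM EDTA, 1mM DTT, pH 7.5) received compound, then a probe mix of 5 nM fluorescein-DNA and 100nM Texas-615-DNA. Fluorescence polarization was read for both dyes.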
Pin1 inhibitor – qHTS Assay to Find Inhibitors of Pin1. 390,000 compounds, 0.009% hits. Pin1 FP peptide displacement, HiFluor488, 10 min. Potency, µM (series often up to 115 µM), inactives show top-dose activity, negative = inhibition, most hits filed as inhibitors; active = well fitted inhibition curve with a large enough effect in the polarisation, with a control signal flat, not every such curve was filed as active; inconclusive = small, poorly fitted or top-dose-only effect, or effect the other way, or a change in a side signal; inactive = no such curve, though single readings can be large or run the other way; the % refers to the polarisation; note: % is set by controls: 0 for no effect and ±100 for the full control effect
RGS4 inhibitor – Inhibitors of Regulator of G Protein Signaling (RGS) 4: qHTS; Regulator of G-protein signaling 4 (Homo sapiens), P49798; Transcreener GDP fluorescence polarization, RGS4-accelerated GTP hydrolysis; Potency, µM (series often up to 114 µM), for inactives: top-dose activity change, negative = inhibition, most hits filed as inhibitors; 390,000 compounds, 0.039% hits; AID 504845, 2011; note: % is set by controls: 0 for no effect and ±100 for the full control effect; nearly all actives have a fitted effect of over 75% in size; some results filed as inactive show a strong effect at the top dose
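MLSMR compounds (23 nl, pin-transferred) preincubated 10 min at room temperature with a 500nM (2x) first reagent, then RGS4 at 900nM (2x) plus Transcreener GDP mix added; fluorescence polarization (620/688 nm) read before and after 90 min at 30 °C.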
An asterisk follows results filed as active; & = joins results of further samples; [ ] = dose if it differs, or a comment. Unless noted, calls come from the whole dose curve; as a rule, active = well fitted curve in the direction sought with a large enough effect; inconclusive = small, poorly fitted or top-dose-only effect, or another doubt; inactive = no such curve, though single readings can be large; an effect the other way counts as inactive or inconclusive. Potency is the fitted concentration of half-maximal effect. These rows are one share of the data; the hit share may differ from the screen's.

Screening O=C(CNS(=O)(=O)c1ccccc1)Nc1ccc(F)cc1F returned 12-LOX inh -2%, Tb PGK inh -2%, HP1b binding inh 34%, JMJD2A Tudor inh -16%, GLS inhibitor 1%, rTrxR1 inhibitor 16%, ERG Ets-DNA blk 3%, Pin1 inhibitor -6% and RGS4 inhibitor -20%.
O=C(COc1ccc(Cl)cc1)NCCCNC(=O)c1cnccn1 was read as 12-LOX inh -18%, Tb PGK inh inactive, HP1b binding inh 27%[57 µM], JMJD2A Tudor inh -8%, GLS inhibitor 0%, rTrxR1 inhibitor 16%, ERG Ets-DNA blk 2%, Pin1 inhibitor -1% and RGS4 inhibitor -47%.
Screening O=C1C2C3C=CC(CC3)C2C(=O)N1c1cccc(Br)c1 (centres undefined) returned 12-LOX inh 6%, Tb PGK inh inactive, HP1b binding inh 43%, JMJD2A Tudor inh 2%, GLS inhibitor 0%, rTrxR1 inhibitor 18%[57.1 µM], ERG Ets-DNA blk 5%, Pin1 inhibitor -1% and RGS4 inhibitor -13%.
`Cc1ccc(S(=O)(=O)c2cnc(SCC(=O)Nc3cc(C)cc(C)c3)nc2N)cc1` gave 12-LOX inh -2%, Tb PGK inh 6%, HP1b binding inh 16%, JMJD2A Tudor inh -9%, GLS inhibitor -8%, rTrxR1 inhibitor 31%, ERG Ets-DNA blk 10%, Pin1 inhibitor 13% and RGS4 inhibitor 10%.
For CCN(CC)S(=O)(=O)c1cc(NC(=O)CN2C(=O)NC(C)(c3ccccc3)C2=O)ccc1C (centres undefined) the results were 12-LOX inh -14%, Tb PGK inh -3%, HP1b binding inh 7%, JMJD2A Tudor inh -16%, GLS inhibitor -3%, rTrxR1 inhibitor 11%[57.1 µM], ERG Ets-DNA blk 2%, Pin1 inhibitor -6% and RGS4 inhibitor -16%.
Screening CCOc1cc(CNCC(C)C)cc(Cl)c1OCc1ccccc1 returned 12-LOX inh -20%, Tb PGK inh -4%, HP1b binding inh 37%[activator], JMJD2A Tudor inh 12%, GLS inhibitor 0%, rTrxR1 inhibitor -13%, ERG Ets-DNA blk 1%, Pin1 inhibitor -1% and RGS4 inhibitor 13%.
`O=C(NNC(=O)c1ccccn1)c1cccc([N+](=O)[O-])c1` gave 12-LOX inh -1%, Tb PGK inh 5%, HP1b binding inh 42%[activator], JMJD2A Tudor inh -16%, GLS inhibitor -12%, rTrxR1 inhibitor 21%[57.1 µM], ERG Ets-DNA blk -2%, Pin1 inhibitor 1% and RGS4 inhibitor 1%.
`CCOc1ccccc1C(=O)N/N=C/c1coc2ccc(Cl)cc2c1=O` gave 12-LOX inh 28%, Tb PGK inh -5%, HP1b binding inh 20%, JMJD2A Tudor inh -23%, GLS inhibitor 19%, rTrxR1 inhibitor -7%, ERG Ets-DNA blk 0%, Pin1 inhibitor -2% and RGS4 inhibitor 3%.
COc1ccc(NC(=O)c2cc(-c3ccc(C)cc3)on2)cc1 was read as 12-LOX inh -17%, Tb PGK inh inactive, HP1b binding inh 27%, JMJD2A Tudor inh -25%, GLS inhibitor -1%, rTrxR1 inhibitor 12%, ERG Ets-DNA blk -7%, Pin1 inhibitor -1% and RGS4 inhibitor -7%.
For CN(CC(=O)Nc1ccccc1C(=O)NC1CC1)Cc1ccco1 the results were 12-LOX inh 18%, Tb PGK inh -2%, HP1b binding inh 40%[activator], JMJD2A Tudor inh -6%, GLS inhibitor -3%, rTrxR1 inhibitor 9%, ERG Ets-DNA blk 2%, Pin1 inhibitor -3% and RGS4 inhibitor 11%.
`COc1cc(/C=N/O)cc(Cl)c1OC` gave 12-LOX inh 8%, Tb PGK inh 4%, HP1b binding inh 5%, JMJD2A Tudor inh -2%[57.1 µM], GLS inhibitor 21%, rTrxR1 inhibitor 5%, ERG Ets-DNA blk -4%, Pin1 inhibitor 16% and RGS4 inhibitor -11%.
For N=C1C(c2nc3ccccc3[nH]2)=C(O)CN1c1ccccc1 the results were 12-LOX inh 6%, Tb PGK inh -6%, HP1b binding inh 41%, JMJD2A Tudor inh -12%, GLS inhibitor -9%, rTrxR1 inhibitor 7%[57.1 µM], ERG Ets-DNA blk 9%, Pin1 inhibitor -4% and RGS4 inhibitor -16%.
COc1ccc(-n2nc3c(N4CCC(C(=O)NC5CCCCC5)CC4)nnc(C)c3c2C)cc1 was read as 12-LOX inh 4%, Tb PGK inh -6%&-7%, HP1b binding inh 67%&61%[activator], JMJD2A Tudor inh -1%&7%, GLS inhibitor -23%&-18%, rTrxR1 inhibitor -1%&22%, ERG Ets-DNA blk -6%&-6%, Pin1 inhibitor 18%&1% and RGS4 inhibitor -18%&-5%.
For O=C(CCn1cnc2ccccc2c1=O)Nc1cccc(Cl)c1 the results were 12-LOX inh -6%, Tb PGK inh inactive, HP1b binding inh 23%, JMJD2A Tudor inh -12%, GLS inhibitor 1%, rTrxR1 inhibitor 13%, ERG Ets-DNA blk 12%, Pin1 inhibitor -6% and RGS4 inhibitor -37%.
`O=C(Cc1c(Cl)cccc1Cl)NC1CC1` gave 12-LOX inh 15%, Tb PGK inh 8%, HP1b binding inh 55%[activator], JMJD2A Tudor inh -12%, GLS inhibitor 5%, rTrxR1 inhibitor 13%, ERG Ets-DNA blk -6%, Pin1 inhibitor -7% and RGS4 inhibitor -9%[56.9 µM].
Screening O=C(NCCCN1CCOCC1)C1CCCN(S(=O)(=O)N2CCCCC2)C1 (centres undefined) returned 12-LOX inh -9%, Tb PGK inh -1%, HP1b binding inh 15%, JMJD2A Tudor inh 1%, GLS inhibitor -3%, rTrxR1 inhibitor 27%, ERG Ets-DNA blk 17%, Pin1 inhibitor -4% and RGS4 inhibitor 7%.
COc1cccc(NC(=O)N2CCN(C(=O)c3nsc4ccccc34)CC2)c1 was read as 12-LOX inh -13%, HP1b binding inh 51%, JMJD2A Tudor inh 0%, GLS inhibitor 3%, rTrxR1 inhibitor 16%, ERG Ets-DNA blk 2%, Pin1 inhibitor 1% and RGS4 inhibitor -16%.
`CCOc1ccc(C(=S)NC2CCCCC2)cc1` gave 12-LOX inh -19%, Tb PGK inh -8%, HP1b binding inh -20%, JMJD2A Tudor inh -9%, GLS inhibitor -6%, rTrxR1 inhibitor 17%[57.1 µM], ERG Ets-DNA blk -9%, Pin1 inhibitor -3% and RGS4 inhibitor -35%.
CCCCCCCN1C2=NCCN2c2ccccc21 was read as 12-LOX inh 7%, Tb PGK inh -4%, HP1b binding inh 42%[activator], JMJD2A Tudor inh 1%, GLS inhibitor 3%, rTrxR1 inhibitor 15%, ERG Ets-DNA blk 6%, Pin1 inhibitor -2% and RGS4 inhibitor 19%.
c1ccc(-c2cc(-c3ccccc3)c3c(n2)-c2ccccc2OC3)cc1 was read as 12-LOX inh 0%, Tb PGK inh 3%, HP1b binding inh 50%[activator], JMJD2A Tudor inh 41%[activator], GLS inhibitor 23%, rTrxR1 inhibitor 35%, ERG Ets-DNA blk inconclusive, Pin1 inhibitor inconclusive and RGS4 inhibitor -3%.
Screening CCCCn1c(N)c(N(CCOC)C(=O)C2CCN(c3ncnc4sc(C)c(C)c34)CC2)c(=O)[nH]c1=O returned 12-LOX inh inconclusive, Tb PGK inh 6%, HP1b binding inh 17%, JMJD2A Tudor inh -18%, GLS inhibitor -5%, rTrxR1 inhibitor -2%[57.1 µM], ERG Ets-DNA blk 2%, Pin1 inhibitor 1% and RGS4 inhibitor 4%.
Screening COc1ccc(C(=O)N2CC3(C)CC2CC(C)(C)C3)cc1 (centres undefined) returned 12-LOX inh -4%, Tb PGK inh -1%, HP1b binding inh -5%, JMJD2A Tudor inh -15%[57.1 µM], GLS inhibitor 10%, rTrxR1 inhibitor 0%, ERG Ets-DNA blk -12%, Pin1 inhibitor 1% and RGS4 inhibitor 0%[56.9 µM].
Screening CCOC(=O)C1=C(N)Oc2c(oc(CO)cc2=O)C1c1ccc(F)c(F)c1 (centres undefined) returned 12-LOX inh -18%, Tb PGK inh -5%, HP1b binding inh 33%, JMJD2A Tudor inh inconclusive, GLS inhibitor -13%, rTrxR1 inhibitor -4%, ERG Ets-DNA blk -4%, Pin1 inhibitor -3% and RGS4 inhibitor 8%.
Screening CCC(=O)Nc1cccc(C2=NOC3(C2)C[C@@H](C(N)=O)N(C(=O)CC(c2ccccc2)c2ccccc2)C3)c1 (some centres undefined) returned 12-LOX inh -3%, Tb PGK inh 4%, HP1b binding inh 13%, JMJD2A Tudor inh -30%, GLS inhibitor 4%, rTrxR1 inhibitor 9%[57.1 µM], ERG Ets-DNA blk 2%, Pin1 inhibitor -2% and RGS4 inhibitor -1%.

Assay outcomes from PubChem BioAssay.
